APE1 inh: APE1 (human) endonuclease inhibition. P27695. recombinant APE1, TAMRA/BHQ-2 abasic DNA cleavage fluorescence. Potency, µM (doses to about 65.8 µM), without a hit: at the top dose activity change, negative = inhibition, usual class: inhibitors. actives 0.35% (n = 350,000). AID 2517;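 note: potency is the fitted concentration of half-maximal effect; plate controls were vehicle for no effect and reference inhibitor for full effect; nearly all actives have a fitted effect of over 55% in size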
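0.75 nM APE1 + cpd, 15 min RT; start w/ 50 nM TAMRA/BHQ-2 THF-abasic dsDNA; kinetic fluor 525/598 nm ×3 reads @60 s; Δ(read3−read1); normalized to DMSO and NSC13755 control wells.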
RXFP1 antag: blocks the human relaxin receptor RXFP1 | Q9HBX9 | activity change, negative = inhibition, % at 57.5 µM | HEK293-RXFP1, relaxin-stimulated cAMP HTRF, 30 min; hits give low values | actives 0.59% (n = 350,000) | AID 1259400;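 active = activity change of -60% or lower, but not beyond a set lower limit; inconclusive = change between -60% and -40%, or beyond the set limit; inactive = change above -40%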; note: % is set by controls: 0 for no effect and ±100 for the full control effect
Pol beta inh: DNA polymerase beta (human) inhibition. actives 1.3% (n = 340,000). P06746. Potency, µM (top dose mostly 114 µM), without a hit: top-dose activity change, negative = inhibition, usual class: inhibitors. Pol beta primer extension/strand displacement, fluorescence kinetic. AID 485314; note: potency is the fitted concentration of half-maximal effect; % is set by controls: 0 for no effect and ±100 for the full control effect
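Pol beta (10 nM) and compounds were preincubated 15 min at room temperature, then 50 nM substrate (final) started primer extension/strand displacement. Reads were taken at 0 and 10 min; concentration-response data were fitted to a four-parameter Hill equation.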
Anesthetic bind: binds horse apoferritin like a general anesthetic; apoferritin/1-aminoanthracene competitive binding, fluorescence; Potency, µM (doses to about 77.5 µM), for the others: at the top dose activity change, negative = displacement, hits mostly inhibitors; actives 0.074% (n = 350,000); note: potency is the fitted concentration of half-maximal effect; % is set by controls: 0 for no effect and ±100 for the full control effect; nearly all actives have a fitted effect of over 20% in size
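Read-out: endpoint 1-AMA fluorescence, excitation 380 nm and emission 535 nm, after compounds sit 10 min at room temperature with 10 uM horse-spleen apoferritin in 50% saturated 1-AMA/PBS. Values come from four-parameter Hill fits.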
POLH inh: inhibitors of human DNA polymerase eta | AID 588591 | Q9Y253 | recombinant Pol eta, fluorescent DNA replication assay | Potency, µM (doses to about 114 µM), inactives show at the top dose activity change, negative = inhibition, usual class: inhibitors | actives 1.2% (n = 390,000); note: potency is the fitted concentration of half-maximal effect; % is set by controls: 0 for no effect and ±100 for the full control effect
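Fluorescent replication assay: 50 nM final substrate added after a 15 min room-temperature compound preincubation with 10 nM enzyme. Signal taken at 0 min and again at 10 min.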
POLI inh: inhibitors of human DNA polymerase iota. actives 1% (n = 390,000). Q9UNA4. Pol iota fluorescent replication assay, 10 min. Potency, µM (highest dose often 115 µM), for inactives: at the highest dose activity, negative = inhibition, most hits filed as inhibitors. AID 588590; note: potency is the fitted concentration of half-maximal effect
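Pol iota at 10 nM preincubated 15 min with compounds at room temperature; reaction started with fluorescent substrate, 50 nM final. Fluorescence read kinetically at 0 and 10 min; buffer-only wells as negative control.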
BLM inh: blocks DNA unwinding by human BLM helicase | actives 0.2% (n = 350,000) | P54132 | Potency, µM (top dose mostly 56.1 µM), for the others: at the highest dose activity change, negative = inhibition, hits mostly inhibitors | AID 2528 | recombinant BLM DNA unwinding, fluorescence dequenching;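 note: potency is the fitted concentration of half-maximal effect; plate controls were vehicle for no effect and no enzyme for full effect; nearly all actives have a fitted effect of over 35% in size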
Target sequence (P54132 whole entry, looked up): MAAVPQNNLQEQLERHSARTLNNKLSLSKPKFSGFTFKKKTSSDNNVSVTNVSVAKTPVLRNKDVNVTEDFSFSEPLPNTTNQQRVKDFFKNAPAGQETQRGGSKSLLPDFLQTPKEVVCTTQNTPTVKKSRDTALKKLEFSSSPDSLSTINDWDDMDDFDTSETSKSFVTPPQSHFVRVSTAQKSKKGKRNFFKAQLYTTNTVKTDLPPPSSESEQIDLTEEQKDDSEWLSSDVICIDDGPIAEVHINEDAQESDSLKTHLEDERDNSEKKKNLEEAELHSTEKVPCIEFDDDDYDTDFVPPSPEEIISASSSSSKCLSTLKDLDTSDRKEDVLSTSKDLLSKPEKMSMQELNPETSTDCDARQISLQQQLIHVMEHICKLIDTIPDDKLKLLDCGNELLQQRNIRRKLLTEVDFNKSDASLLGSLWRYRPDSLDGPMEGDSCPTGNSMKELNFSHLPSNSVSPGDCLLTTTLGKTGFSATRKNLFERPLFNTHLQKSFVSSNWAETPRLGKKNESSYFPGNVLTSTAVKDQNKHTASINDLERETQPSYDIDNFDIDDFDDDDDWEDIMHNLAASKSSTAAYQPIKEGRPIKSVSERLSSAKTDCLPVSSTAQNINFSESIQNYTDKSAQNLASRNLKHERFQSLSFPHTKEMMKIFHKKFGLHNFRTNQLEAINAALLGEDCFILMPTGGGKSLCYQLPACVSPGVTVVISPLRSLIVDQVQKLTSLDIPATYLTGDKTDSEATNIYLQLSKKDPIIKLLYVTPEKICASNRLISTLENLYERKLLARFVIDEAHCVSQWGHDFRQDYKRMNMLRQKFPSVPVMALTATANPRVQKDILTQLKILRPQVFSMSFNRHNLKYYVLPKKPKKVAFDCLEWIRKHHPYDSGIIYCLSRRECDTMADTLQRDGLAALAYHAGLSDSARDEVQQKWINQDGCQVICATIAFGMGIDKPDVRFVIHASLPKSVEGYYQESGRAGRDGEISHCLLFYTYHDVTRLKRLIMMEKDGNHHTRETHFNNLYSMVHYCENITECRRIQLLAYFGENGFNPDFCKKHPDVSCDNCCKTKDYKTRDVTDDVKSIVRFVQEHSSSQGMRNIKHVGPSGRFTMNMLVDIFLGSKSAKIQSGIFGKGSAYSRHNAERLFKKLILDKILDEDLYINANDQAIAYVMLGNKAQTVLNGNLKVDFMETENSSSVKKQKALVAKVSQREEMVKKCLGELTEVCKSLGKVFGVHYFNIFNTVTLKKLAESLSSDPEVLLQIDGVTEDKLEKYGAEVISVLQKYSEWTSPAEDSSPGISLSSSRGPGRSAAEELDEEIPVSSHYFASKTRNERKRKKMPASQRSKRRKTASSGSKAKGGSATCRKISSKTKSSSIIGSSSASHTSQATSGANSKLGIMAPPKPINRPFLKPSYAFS
Tb PGK inh: T. brucei PGK inhibition; PGK/GAPDH coupled, Kinase-Glo luminescence, 60 min; Potency, µM (top dose mostly 57.5 µM), inactives show at the highest dose activity change, negative = inhibition, actives largely listed as inhibitors; actives 0.043% (n = 380,000); AID 602233; note: potency is the fitted concentration of half-maximal effect; % is set by controls: 0 for no effect and ±100 for the full control effect; nearly all actives have a fitted effect of over 60% in size
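Recombinant glycosomal PGK reaction used 1,3-bisphosphoglycerate generated in-well by GAPDH (100nM final) in 100mM TEA pH 7.6, 5mM MgCl2, 0.01% Tween-20. After 60 minutes at room temperature, ATP was read by Kinase-Glo Plus luminescence end-point.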
POLK inh: inhibitors of human DNA polymerase kappa; actives 0.53% (n = 400,000); Q9UBT6; purified Pol kappa, fluorescent DNA synthesis assay, 10 min; AID 588579; Potency, µM (highest dose often 107 µM), inactives show at the highest dose activity, negative = inhibition, most hits filed as inhibitors; note: potency is the fitted concentration of half-maximal effect; % is set by controls: 0 for no effect and ±100 for the full control effect
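Inhibition of 10 nM Pol kappa is measured by a fluorescent read-out at 0 and 10 min following addition of 50 nM substrate (final), with a 15-min room-temperature compound preincubation.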
* hit, by the source's call; i = inactive; u = inconclusive; x = not tested or not shown; & = joins results of further samples; [ ] = dose if it differs, or a comment. Unless noted, calls come from the whole dose curve; as a rule, active = well fitted curve in the direction sought with a large enough effect; inconclusive = small, poorly fitted or top-dose-only effect, or another doubt; inactive = no such curve, though single readings can be large; an effect the other way counts as inactive or inconclusive. The list is partial. The share of hits here may be higher or lower than overall.

SMILES	APE1 inh	RXFP1 antag	Pol beta inh	Anesthetic bind	POLH inh	POLI inh	BLM inh	Tb PGK inh	POLK inh
CCc1ccccc1NC(=O)Cn1c(=O)n(-c2ccc(CC(=O)NCC3CCCO3)cc2)c(=O)c2ccccc21 (stereo not drawn)	15%	4	15%&1%	-1%&4%	0%&-6%	2%&11%	0%&-7%	6%&8%	-14%&-13%
CC(C)c1ccc(NC(=O)c2ccc(Br)o2)cc1	-1%	-17	-12%	u	-19%	-7%	-5%	-4%	-16%
Cc1cc(SCC(=O)OCC(=O)N(CCC#N)c2ccccc2)nc2ccccc12	0%	-7	x	x	-22%	3%	x	8%	0%
CC(C)CC(NC(=O)C(NC(=O)OC(C)(C)C)C(C)C)C(=O)NC(CCC(=O)OCc1ccccc1)C(N)=O (stereo not drawn)	-4%	-12	29%	39%[activator]	-6%	17%	6%	-5%	-7%
COc1ccc(CCNC(=O)c2ccc(NC(=O)CC3SC(N4CCCCC4)=NC3=O)cc2)cc1 (stereo not drawn)	x	-10	x	x	-9%	u	x	-6%	-1%
COc1ccccc1NS(=O)(=O)c1ccc2c(c1)OCCO2	69%	-31	30%	-15%	8%	-16%	0%	2%	1%
Cc1ccc(N(CC(=O)NCCc2ccc(Cl)cc2)S(=O)(=O)c2c(C)noc2C)cc1	-16%	-28	3%&5%	-5%&112%	8%&-9%	3%&-1%	0%&-1%	-2%&-8%	-9%&2%
Cc1cc(C)c2c(CC(=O)Nc3nnc(CC(C)C)s3)coc2c1	x	-2	6%	-7%	-5%	18%	0%	1%	-20%
Cc1ccc(NC(=O)N2CCC(c3nc4c(nnn4Cc4c(F)cccc4Cl)c(=O)[nH]3)CC2)cc1	-4%	10	u	-8%	4%	16%	-10%	-1%	-15%
CC(OC(=O)CNC(=O)C12CC3CC(CC(C3)C1)C2)C(=O)Nc1ccc(N2CCOCC2)cc1 (stereo not drawn)	-1%	-10	-13%	u	8%	6%	-3%	3%	-1%
N#Cc1ccccc1CSC1=NCCS1	6%	-8	16%	u	-23%	9%	-5%	-5%	-7%
COc1ccc(NC(=O)C2CCCN(S(=O)(=O)c3cccs3)C2)cc1 (stereo not drawn)	x	x	-28%	-3%	3%	-5%	-4%	-9%	-23%
Cn1c(=O)c2c(SCC(=O)Nc3ccc(F)cc3F)nc(C3CCCC3)nc2n(C)c1=O	x	-8	0%	-7%	x	23%	-2%	x	-9%[60.1 µM]
O=C(COc1ccc(C(=O)c2ccccc2)cc1)NC1CCCCC1	0%	x	29%	-10%	-9%	11%	-2%	-9%	10%
COc1cccc(N=CC2=C(O)CC(C)(C)CC2=O)c1	-9%	-20	40%	-9%	-15%	10%	-1%	-1%	-2%
Cc1[nH]nc(SCC(=O)N(C)c2ccccc2)c1[N+](=O)[O-]	-2%	7	3%	-4%	-15%	u	-5%	-1%	-6%
CCn1c(NC(=O)c2ccc(F)cc2)c2ccccc2nc1=O	1%	-5	-1%	-4%	-5%	16%	0%	-1%	-7%
CCOc1ccc(N(C)C(=O)c2oc(=O)c3ccccc3c2-c2ccccc2)cc1	x	-14	u	u	-18%	6%	-8%	-9%	-10%
Cc1ccc2c(c1)C1(OCCCO1)C(=O)N2CC#N	-1%	6	29%	-1%	-3%	-12%	1%	-3%	-11%
COc1ccc(NC(=O)c2sc3nc(-c4ccc(OC)cc4)cc(C(F)(F)F)c3c2N)cc1	x	4	2%	-7%	-15%	23%	-2%	-8%	11%
COc1ccc(C(=O)CCC(=O)Nc2ccc(Cl)cc2)cc1	15%	-3	-5%	-13%	-20%	-10%	-2%	-6%	4%
Cc1cc([N+](=O)[O-])nn1CC(=O)NCCc1c[nH]c2ccccc12	2%	0	4%	-11%	5%	145%[activator]	-7%	-5%	-11%
CSc1ccccc1NC(=O)Nc1ccccc1	-1%	-4	0%	-1%	-11%	-11%[58.9 µM]	-2%	-8%	-4%
Cc1ccc(NC(=O)CNc2ccc(Cl)c(Cl)c2)cc1S(=O)(=O)N(C)C	-3%	5	-16%	-8%	-28%	-5%	-13%	i	-9%
COc1ccc(-c2nnc(SC(C)C(=O)Nc3nccs3)n2-c2ccccc2)cc1OC (stereo not drawn)	-1%	1	8%	-5%	-23%	11%	0%	3%	-5%
O=[N+]([O-])c1ccc2nc(CCCc3nc4ccc([N+](=O)[O-])cc4[nH]3)[nH]c2c1	-2%	-5	20%	-11%	-1%	14%	3%	4%	-12%
O=C(Nc1cccc(-c2nc3ncccc3o2)c1)c1ccc(-c2cccc(Cl)c2Cl)o1	x	-12	u	-7%	-3%	u	-9%	-6%	6%
CCN1CCc2c(sc(-n3cccc3)c2C(CCC(C)C)NC(=O)NCCC(=O)OC)C1 (stereo not drawn)	x	11	0%	-20%	-5%	13%	-2%	7%	-10%
Cc1oc(-c2ccc(F)cc2)nc1CN1CCCC(C(=O)N2CCOCC2)C1 (stereo not drawn)	28%	9	0%	-13%	12%	22%	-1%	-8%	2%
NNC(=O)c1cc(-c2ccc(N)cc2)nc2ccc(Br)cc12	8%	-3	-14%	-3%	-15%	-23%	-6%	-9%	3%

Part of the list above in order of count of non-hydrogen atoms, smallest number first:
SMILES	APE1 inh	RXFP1 antag	Pol beta inh	Anesthetic bind	POLH inh	POLI inh	BLM inh	Tb PGK inh	POLK inh
Cc1cc([N+](=O)[O-])nn1CC(=O)NCCc1c[nH]c2ccccc12	2%	0	4%	-11%	5%	145%[activator]	-7%	-5%	-11%
O=[N+]([O-])c1ccc2nc(CCCc3nc4ccc([N+](=O)[O-])cc4[nH]3)[nH]c2c1	-2%	-5	20%	-11%	-1%	14%	3%	4%	-12%
COc1ccc(-c2nnc(SC(C)C(=O)Nc3nccs3)n2-c2ccccc2)cc1OC (stereo not drawn)	-1%	1	8%	-5%	-23%	11%	0%	3%	-5%

Next part
SMILES	APE1 inh	RXFP1 antag	Pol beta inh	Anesthetic bind	POLH inh	POLI inh	BLM inh	Tb PGK inh	POLK inh
Cc1c(C(=O)N(C)Cc2ccccc2)oc2ccc(S(=O)(=O)N3CCCC3)cc12	-17%	-17	-26%	-18%	9%	9%	-8%	-7%	-13%
CC(=O)c1ccc(NS(=O)(=O)c2cc3c(cc2C)N(C)CCO3)cc1	16%	11	28%	-10%	-18%	43%[activator]	-3%	0%	-4%
COc1ccc(NC(=O)c2ccc(NC(=O)CCS(=O)(=O)c3cccs3)cc2)cc1	6%	-97*	0%&-20%	-8%&-2%	0%&-22%	-17%&-17%	-6%&-5%	8%&-4%	-8%&-12%
O=c1cc(N2CCCCCC2)[nH]c(=O)n1-c1ccccc1Cl	-2%	1	6%	-2%	3%	0%	0%	-7%	7%
Cc1cccc(N2CN(Cc3ccco3)CNC2=S)c1	2%	x	-8%	6%	-5%	8%	3%	-2%	4%
COc1ccc(C(=O)NCCn2cc(SCC(N)=O)c3ccccc32)cc1	0%	21	-1%	-12%	-7%	-3%	1%	8%	-8%
COc1ccc(C)cc1NC(=O)c1cc(S(=O)(=O)N2CCOCC2)cn1C	31%	-3&3	-24%&-6%	-10%&-1%	u	u	0%&-2%	-3%&-9%	-24%&-6%
COc1cccc(NC(=O)C(C)Oc2ccccc2)c1 (stereo not drawn)	16%	-9	11%	-11%	2%	18%	-4%	-9%	-18%
COc1cccc(C2NC(=S)NC(C)=C2C(=O)c2ccccc2)c1OC (stereo not drawn)	-1%	6	-4%	-14%	-17%	23%	-1%	-8%	-10%
CCc1cccc(C)c1NC(=O)CN(C)S(=O)(=O)c1cccc2nsnc12	x	1	23%	-7%	14%	-4%	1%	-9%	0%

Entries of single compounds, quoted from the list. Order of screens: APE1 inh, RXFP1 antag, Pol beta inh, Anesthetic bind, POLH inh, POLI inh, BLM inh, Tb PGK inh, POLK inh
Cc1c(C(=O)N(C)Cc2ccccc2)oc2ccc(S(=O)(=O)N3CCCC3)cc12 in the list: -17%, -17, -26%, -18%, 9%, 9%, -8%, -7%, -13%
COc1ccc(C)cc1NC(=O)c1cc(S(=O)(=O)N2CCOCC2)cn1C in the list: 31%, -3&3, -24%&-6%, -10%&-1%, u, u, 0%&-2%, -3%&-9%, -24%&-6%
CCc1cccc(C)c1NC(=O)CN(C)S(=O)(=O)c1cccc2nsnc12 in the list: x, 1, 23%, -7%, 14%, -4%, 1%, -9%, 0%

(list continues)
SMILES	APE1 inh	RXFP1 antag	Pol beta inh	Anesthetic bind	POLH inh	POLI inh	BLM inh	Tb PGK inh	POLK inh
COc1ccc(Nc2ccncc2[N+](=O)[O-])cc1	-6%	-7	17%	-20%	-3%	117%[activator]	-3%	-4%	-10%
Cc1ccc(CN2C3=NCCCN3c3ccccc32)cc1	-3%	9	23%	-14%	1%	2%	-5%	-8%	-8%
O=C(CCn1c(=O)c2sccc2n(Cc2cccc(F)c2)c1=O)NCc1ccc2c(c1)OCO2	x	8	u	3%	-21%	15%	-7%	-10%	-6%
O=C(CSc1nc2ccccc2nc1Cc1ccc(Cl)cc1)Nc1ccc2c(c1)OCO2	x	11	1%	18%	-18%	-13%	-4%	0%	-3%[60.1 µM]
Cc1ccccc1NC(=O)c1nnn(-c2ccc3c(c2)OCCO3)c1N	-25%	-23	42%	5%	-9%	62%[activator]	-7%	-9%	-11%
O=C(COC(=O)Cc1cccs1)Nc1ccccc1Cl	-3%	-12	3%	-24%	-5%	86%[activator]	-2%	-2%	1%
Cc1cc[n+](-c2[nH]c(=O)sc2/C=N/N=C(\[O-])c2ccccc2)cc1	14%	11	14µM*	-17%	u	25µM*	-1%	-6%	u
COC(=O)C1CC2=C(CCC2=O)N(c2ccccc2)C1=O (stereo not drawn)	x	x	x	x	-21%	48%	x	-1%	-8%

Assay outcomes deposited in PubChem BioAssay by National Center for Advancing Translational Sciences (NCATS).
